S3 lipid droplet: qHTS Assay for Lipid Storage Modulators in Drosophila S3 Cells | AID 2685 | Drosophila S3 cells, BODIPY lipid droplet fluorescence, 18-24 h; cells fed with added oleic acid | actives 0.64% (n = 320,000) | Potency in µM for hits, for the others lipid storage change, negative = inhibition, % at the top dose, mostly 46.1 µM; active = well fitted inhibition curve with a large enough effect in the signal ratio, with a control signal flat, not every such curve was filed as active; inconclusive = small, poorly fitted or top-dose-only effect, or effect the other way, or a change in a side signal; the % refers to the signal ratio
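Drosophila S3 cells loaded with oleic acid (400 uM, as added) and compounds at several concentrations; lipid droplets imaged by 488-nm laser-scanning cytometry, 500–530 nm intensity and object ratio to cell channel. Percent activity normalized to 20 uM Triacsin C.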
S3 lipid droplet cell count max: second read-out of S3 lipid droplet, no call of its own (marks repeat the call); cell number change, %; measured here: cell count max response;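 cells counted by Cell Tracker Red CMTPX staining in the red channel; peak over a dose series mostly up to 46.1 µM; percent activity relative to internal control wells on each plate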
Starred values were filed as active, the others as inactive; i = inactive; ? = inconclusive; . = not tested or not shown; & = joins results of further samples. % is set by controls: 0 for no effect and ±100 for the full control effect; potency is the fitted concentration of half-maximal effect.

item	compound	S3 lipid droplet	S3 lipid droplet cell count max
1	CC(Oc1ccccc1)c1ccnc2nc(N3CCOCC3)nn12 (stereo not given)	-16.4%	2.2
2	O=C(Nc1ccccc1Cl)c1ccc2ccccc2c1	13.6%	1.8
3	CCOC(=O)/C=C1\CC(=O)Nc2cc(C)c(C)cc2N1	?	.
4	Cn1c(=O)c(C(=O)NNC(=O)c2ccc(Br)cc2)c(O)c2ccccc21	16.4µM*	12.5*
5	CCOc1ccc(-c2c(C(=O)N/N=C/c3ccc(C)o3)nnn2-c2nonc2N)cc1	?	.
6	Cc1ccc(N=Nc2c(O)[nH]c3ccc(F)cc23)cc1	9.2µM*	2.2*
7	C=C(C)C1CC=C(C)/C(=N/NC(=O)COc2ccccc2Cl)C1 (stereo not given)	?	.
8	C=CCN(c1ccccc1)S(=O)(=O)c1cccc(C(=O)Nc2cccc(C)n2)c1	?	.
9	COc1ccc(Br)cc1C(=O)NC(=S)Nc1ccc2[nH]c(=O)[nH]c2c1	i	-29.5
10	CCC(C)[C@H](NC(=O)NCc1cccs1)C(=O)OC (stereo not given in full)	?	.
11	O=C(O)COc1ccc(F)cc1Br	6.7%	7.6
12	NC(=O)Cn1cc(C(=O)c2cccs2)c2ccccc21	?	.
13	Cc1cc(C)cc(C(=O)NC2CC(C)(C)NC(C)(C)C2)c1	?	.
14	Cc1csc(NC(=O)NCC2CCCC(CNC(=O)Nc3nc(C)cs3)C2)n1 (stereo not given)	17.6%	27.6
15	O=C(CCN1C(=O)c2ccccc2C1=O)C1=NN[C@@H]2C(=O)N(c3ccc(F)cc3)C(=O)[C@H]12	?	.
16	Cc1c(OC(C)C(=O)NCC2CCC(C(=O)O)CC2)ccc2c(-c3ccccc3)cc(=O)oc12 (stereo not given)	?	.
17	Cc1ccc(C2(c3ccc(C)cc3)NC(=O)N(Cc3c(C)noc3C)C2=O)cc1	21.9%	5.5
18	COc1ccc(S(=O)(=O)N(C(=O)c2ccncc2)c2ccc(OC(=O)c3ccncc3)cc2)cc1	2.3%	-3.3
19	COc1cc(/C=C2\N=C(c3ccccc3)NNC2=O)cc(OC)c1OC	1.7%	3.9
20	c1ccc(Oc2nc(Oc3ccccc3)nc(N3CCOCC3)n2)cc1	?	.
21	COc1ccc2[nH]c(C)c(CCN(Cc3cccs3)C(=S)Nc3ccc(F)cc3)c2c1	?	.
22	CN1CCN(C2CCCCC2NS(=O)(=O)c2ccc(Cl)cc2)CC1 (stereo not given)	?	.
23	CC(C)CC(=O)NC1(C(F)(F)F)C(=O)N(CC(C)C)C2=C1C(=O)CC(C)(C)C2 (stereo not given)	1.3%	4.7
24	O=C(NCCN1CCN(c2ccccc2)CC1)c1ccccc1F	-17.5%	-24.8
25	Cc1ccc(N2C(=O)CN(Cc3cccs3)C2=S)cc1C	29.0%	.
26	O=S1(=O)C[C@@H]2N=C(N/N=C/c3ccccc3)S[C@@H]2C1	?	.
27	Cc1ccc(C(=O)Nc2nc(C)c(C(=O)N(C)C)s2)o1	i	-10.4
28	O=C(Cn1nnc(-c2ccncc2)n1)NCCc1ccccc1	i	15.8
29	CCn1nc(C)c(NC(=O)/C=C/c2ccc(OC)c(COc3ccc(Cl)cc3Br)c2)c1C	3.7%	13.6
30	Cc1cc(SCc2ccccc2Cl)nc(=O)[nH]1	?	.
31	COC(=O)Cn1cc(C(=O)C2CC2)c2ccccc21	?	.
32	CCSc1nc2sc3c(c2c(=O)n1-c1ccc(OC)cc1)CCN(C)C3	-3.9%	-1.0
33	COc1cccc(CC(=O)OC(C)C(=O)Nc2ncc(Cl)cc2Cl)c1 (stereo not given)	i	19.0
34	COc1ccccc1NC(=S)N(Cc1cccs1)C1CCCC1	4.5%	-1.7
35	CC(C)c1ccc(C2/C(=C(/O)c3ccc(F)cc3)C(=O)C(=O)N2CCCN2CCOCC2)cc1 (stereo not given)	?	.
36	C=CCNc1ncnc2ccccc12	4.3%	.
37	COCc1ccc(CN2CCCC(CO)(Cc3ccccc3)C2)o1 (stereo not given)	-8.2%	-2.6
38	CC1=C(C(=O)N2CCCCC2)C(c2cccs2)NC(=O)N1 (stereo not given)	-4.3%	-1.0
39	CSc1ccccc1NC(=O)CN(C)C(=O)/C=C/c1ccccc1	?	.
40	Cc1cc2ccccn2c1C(=O)c1ccc([N+](=O)[O-])cc1[N+](=O)[O-]	?	.
41	COc1ccc(N2CCN(C(=O)c3ccc(N4C(=O)NC5CC4(C)Oc4ccccc45)cc3)CC2)cc1 (stereo not given)	13.9%	-16.8
42	CCOc1ccc(NC(=O)C2CCC(CNc3c(N4CCOCC4)c(=O)c3=O)CC2)cc1 (stereo not given)	?	.
43	CCOc1ccc(CCNC(=O)c2[nH]c(C)c(C(C)=O)c2CC)cc1OCC	?	.
44	CCn1cc(C(=O)N[C@H](C(=O)NCCCOC)C(C)C)c(=O)c2cc3c(cc21)OCO3	11.8%	16.2
45	COc1ccc(C(=O)NNC(=O)CSc2nnc(-c3ccc(O)cc3)n2C)cc1	?	.
46	Cc1cc(NC(=O)CSc2ncn(-c3ccccc3)n2)no1	-1.1%	1.2
47	Cc1ccc(S(=O)(=O)NC2OC(=O)C(Cl)=C2Cl)cc1 (stereo not given)	?	.
48	NS(=O)(=O)c1ccc(CCNC(=S)Nc2ccccc2)cc1	-10.9%	0.6
49	O=C(O)c1cccc(S(=O)(=O)N2CCC(n3nnc4cc(C(F)(F)F)ccc43)CC2)c1	?	.
50	Cc1ccc(-c2[nH]c3ccccc3c2SCCNC(=O)c2cc3ccccc3oc2=O)cc1	?	.
51	CCOCCCNC(=O)c1ccc(N(C)S(=O)(=O)c2ccc(OC)cc2)cc1	i	.
52	C=CCNc1nc2c(c(=O)[nH]c(=O)n2C)n1CC(O)COc1ccc2ccccc2c1 (stereo not given)	9.9%	-2.6
53	O=C(CSc1nc2ccccc2c(=O)n1Cc1ccccc1)Nc1ccc(Br)cc1C(=O)O	?	.
54	COc1ccc(C(=O)NCC2CCCO2)cc1 (stereo not given)	?	.
55	CCCS(=O)(=O)c1c(S(=O)(=O)CCC)c2c(C)cccn2c1C(N)=O	2.5%	-1.3
56	CC(C)Cn1c(SCC(=O)NCCCN2CCCC2=O)nc2ccccc21	?	.
57	O=C1N(CC(=O)N2CCc3ccccc32)CCN1Cc1ccc(Cl)cc1	i	.
58	CC(=O)c1cccc(NC(=O)c2cc(Cl)sc2Cl)c1	19.6%	.
59	COc1cc2c(cc1NC(=O)CSc1nnc(Cc3cccs3)n1Cc1ccco1)oc1ccccc12	?	.
60	CCn1cc(C(=O)N[C@@H](C)C(=O)OC)c(=O)c2cc3c(cc21)OCO3	i	13.9

Entries of single compounds, looked up by structure. Order of values: S3 lipid droplet | S3 lipid droplet cell count max
`CCn1cc(C(=O)N[C@H](C(=O)NCCCOC)C(C)C)c(=O)c2cc3c(cc21)OCO3` is entered as 11.8% | 16.2
`O=C(O)c1cccc(S(=O)(=O)N2CCC(n3nnc4cc(C(F)(F)F)ccc43)CC2)c1` is entered as ? | .
`C=CCNc1nc2c(c(=O)[nH]c(=O)n2C)n1CC(O)COc1ccc2ccccc2c1` (stereo not given) is entered as 9.9% | -2.6
`CCCS(=O)(=O)c1c(S(=O)(=O)CCC)c2c(C)cccn2c1C(N)=O` is entered as 2.5% | -1.3

Further compounds follow.
item	compound	S3 lipid droplet	S3 lipid droplet cell count max
61	O=C(/C=C/c1ccco1)Nc1cccnc1Cl	-3.6%	7.5
62	O=C1N=c2ccccc2=C1c1c(O)n(-c2cccc(F)c2)[nH]c1=O	?	.
63	Cc1nn(Cc2ccc(C(=O)N3c4ccc(F)cc4CCC3C)o2)c(C)c1Br (stereo not given)	-5.8%	-11.0
64	COc1ccc(N(C)C(=O)c2ccc3snnc3c2)cc1	18.9%	2.3
65	CC(=O)N(c1cccc(C(F)(F)F)c1)c1nc(/C=C/C(=O)O)cs1	?	.
66	C/C(=N\OC(=O)c1c(-c2c(F)cccc2Cl)noc1C)c1nccs1	5.7%	-9.4
67	CSc1nnc(C)c(=O)n1COC(=O)COc1ccc(Cl)cc1Cl	3.4%	14.4
68	N#CCCn1c(SCC(=O)Nc2ccc(N3CCOCC3)cc2)nc2ccccc21	?	.
69	CCCCN(CCCC)S(=O)(=O)c1ccc(NC(=O)CN2CCOCC2)cc1	?	.
70	CNC(=O)CCSSCCC(=O)NC	1.0%	.
71	Cc1ccnc(NC(=O)CCC(=O)N(CC(=O)NCc2ccc(F)cc2)CC2CCCO2)c1 (stereo not given)	?	.
72	Cc1cc(N2C(=O)c3ccc(C(=O)NCc4ccccc4)cc3C2=O)no1	-3.3%	.
73	Cn1c(=O)c2c(nc(SCCNS(=O)(=O)c3ccccc3)n2C)n(C)c1=O	11.7%	3.0
74	COc1ccc(C(=O)NCC(c2cccnc2)N2CCN(c3ccccc3)CC2)cc1OC (stereo not given)	-0.3%	2.7
75	NS(=O)(=O)c1ccc(-c2ccc(/C=C3\C(=O)Nc4ccccc43)o2)cc1	?	.
76	Cc1nn(C(=O)c2ccoc2C)c(N)c1-c1ccccc1	?	.
77	CCOC(=O)N1CCN(C(=O)c2ccccc2N(Cc2ccccc2)S(=O)(=O)c2ccc(OC)cc2)CC1	16.3%	3.6
78	CC(C)N1CCC(N2CCN(C/C=C/c3ccccc3)CC2CCO)CC1 (stereo not given)	20.0%	2.6
79	C/C(=N\NC(=O)CSCc1ccc(Cl)cc1)c1ccc2c(c1)OCCO2	-14.4%	0.6
80	CC(=O)Nc1ccc(S(=O)(=O)NCC(=O)OCC(=O)NNC(=O)c2ccccc2)cc1	?	.

(listing goes on)
Each structure is followed by: S3 lipid droplet	S3 lipid droplet cell count max
81	C=CCn1c(COc2ccccc2)nnc1SCC(=O)O
→ -17.7%	-0.2
82	O=C(COC(=O)C1CCN(c2ccc(C(F)(F)F)cn2)CC1)c1ccc(Cl)cc1
→ -2.1%	-27.2
83	CCN(c1ccccc1)S(=O)(=O)c1cc(C(=O)Nc2ccc(F)c(F)c2)ccc1F
→ -0.6%	0.9
84	CCN(CC)C(=O)CN1C(=O)C2(OCC(C)(C)CO2)c2ccccc21
→ ?	.
85	CC1=C(C(N)=O)C(c2ccc(C)o2)C(C(N)=O)=C(C)N1
→ ?	.
86	COc1ccc(COc2cc(-c3cccc(OC)c3)nc3ccc(NC(=O)c4ccc(N(C)C)cc4)cc23)cc1
→ ?	.
87	Cc1cc(-c2n[nH]c(=S)o2)c(C)n1-c1ccccc1
→ ?	.
88	CCSc1nnc(CCNC(=O)OC(C)(C)C)o1
→ ?	.
89	CC1(C)Cc2ccccc2-c2nnc(-c3ccc(O)cc3)n21
→ 10.6%	-0.5
90	COC(=O)c1ccc(COc2ccc(-c3nn[nH]n3)cc2)cc1
→ -24.0%	-22.5

Part of the list above in a different format.
81) C=CCn1c(COc2ccccc2)nnc1SCC(=O)O
82) O=C(COC(=O)C1CCN(c2ccc(C(F)(F)F)cn2)CC1)c1ccc(Cl)cc1
83) CCN(c1ccccc1)S(=O)(=O)c1cc(C(=O)Nc2ccc(F)c(F)c2)ccc1F
84) CCN(CC)C(=O)CN1C(=O)C2(OCC(C)(C)CO2)c2ccccc21
85) CC1=C(C(N)=O)C(c2ccc(C)o2)C(C(N)=O)=C(C)N1

assay / compound,81,82,83,84,85
S3 lipid droplet,-17.7%,-2.1%,-0.6%,?,?
S3 lipid droplet cell count max,-0.2,-27.2,0.9,.,.

Later entries.
Each structure is followed by: S3 lipid droplet	S3 lipid droplet cell count max
91	CCOCCCNC(=O)Cc1ccc(OC)c(OC)c1
→ ?	.
92	Cn1nnnc1SCCNCc1ccccc1OCc1ccc(Cl)cc1
→ ?	.
93	Cc1ccc(C)c(NC(=O)COC(=O)CNC(=O)c2ccccc2Cl)c1
→ ?	.
94	COc1cc(/C=C2\C(=O)ON=C2c2ccccc2)cc(Br)c1O
→ -14.8%	1.0
95	C[C@]12CCC(=O)C[C@@H]1CC[C@@H]1[C@@H]2CC[C@]2(C)[C@@H](C(=O)COC(=O)CCC(=O)O)CC[C@@H]12
→ i	14.2&20.7
96	O=C(CCN1CCN(c2ccccc2)CC1)N/N=C/c1ccccc1O
→ ?	.
97	CN1/C(=C/C=C(C#N)C#N)C=Cc2ccccc21
→ ?	.
98	Cc1nnc(SCC(=O)NCc2ccco2)n1-c1ccc(F)cc1
→ -4.0%	-2.7
99	CCN1/C(=N\N)c2cccc3cccc1c23
→ ?	.
100	O=C1NCC(NC(=O)C(F)(F)F)c2cc3c(cc21)OCO3 (stereo not given)
→ ?	.
101	Cc1ccc(C2=NNC(C(O)C(O)C(O)C(C)O)S2)cc1 (stereo not given)
→ i	.
102	CC(C)NC(=O)COC(=O)c1ccccc1C(=O)c1ccccc1
→ ?	.
103	CC(=O)O/N=C(/c1nonc1N)N1CCN(c2ccc([N+](=O)[O-])cc2Cl)CC1
→ 7.2%	2.2
104	COc1ccc(-c2nc3c(s2)CN(S(C)(=O)=O)CC3)cc1OC
→ 8.2%	8.8
105	Cc1nnc(-c2ccccc2)c(=O)n1/N=C/c1c(O)ccc2ccccc12
→ ?	.
106	CCn1c(CSc2nnc(-c3ccncc3)n2CCOC)nc2cc(C(=O)O)ccc21
→ ?	.
107	O=C(CCNS(=O)(=O)c1ccccc1Cl)N1CCN(c2ccccn2)CC1
→ ?	.
108	CCOC(=O)CC(=O)NC(C)(C)CCCCC(C)(C)NC(=O)CC(=O)OCC
→ ?	.
109	Cc1cc(OCC(=O)NCC(O)c2ccccc2)c2c(C)cc(=O)oc2c1 (stereo not given)
→ i	-4.7
110	Cc1n[nH]c(=O)nc1N/N=C/c1ccco1
→ -0.1%	11.3
111	O=C(COc1ccc(Cl)cc1)NC(=S)Nc1ccccc1N1CCOCC1
→ i	-5.5
112	Cc1cc(C)c2c(=O)cc(C(=O)NCc3ccccc3)oc2c1
→ ?	.

The list is partial, so the mix of outcomes need not match the whole.
